Platelet DG rel: inhibitors of platelet dense granule secretion, primary screen, cell-based, MLPCN, human platelets; human platelet-rich plasma, SFLLRN dense granule ATP release, luminescence; inhibition, %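 (compounds screened at 7.5 µM in platelet-rich plasma)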; actives 0.22% (n = 300,000); AID 1663, 2009;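 active = mean replicate score, as percent of positive control, at or above 50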
IEC-6 tox: cytotoxicity in IEC-6 intestinal epithelial cells, primary screen, cytotoxicity control for KLF5 inhibitor project, cell-based, luminescence | IEC-6 cytotoxicity, luminescence viability | inhibition, % at 5 µM | AID 1825, 2009 | actives 0.78% (n = 290,000); in the data active = inhibition above about 22%;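 also: 0% = plate median of test compound wells and 100% = cytotoxic reference compound wells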
HSF-1 act: HSF-1 activators, primary screen, NIH3T3-HGL cells, MG132 stress, luminescence, single point; NIH3T3-HGL HSF-1 luciferase reporter, 8 h; 100% = twice DMSO control signal; activation, % at 9 µM; actives 1.7% (n = 300,000);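 active = mean replicate activation of at least 50% with a set share of replicates each reaching 50%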;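 also: 0% = median of the neutral control wells and 100% = twice that signal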
HSP90 refold inh: HSP90 inhibitors, primary screen, cell lysate, luminescence | Rabbit reticulocyte lysate, luciferase refolding luminescence, 3 h | inhibition, % at 5.6 µM | actives 0.91% (n = 290,000);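 active = inhibition above the screen-wide mean plus 3 SD, computed separately per campaign, cut at about 16% in these data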;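 also: 0% = DMSO wells and 100% = 60 µM geldanamycin wells; inhibitors lower the luminescence because luciferase stays unfolded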
HIF activator: HIF pathway transcriptional activators, primary screen, cell-based, U2OS HRE-luciferase, luminescence; U2OS HRE-luciferase reporter; normalized: DMSO 0%, desferrioxamine 100%; actives 0.32% (n = 300,000); activation, % at 7.5 µM (by protocol); AID 1910, 2009;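 active = mean activation of at least 10% of the iron chelator positive control signal, with at least half of replicates also reaching 10%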
SKKanGAS inh: S. pyogenes SKKanGAS growth inhibitors in kanamycin, primary screen, streptokinase expression inhibitor project, SKKanGAS strain, BacTiter-Glo luminescence | 6 h | inhibition, % at 7.5 µM | actives 1.3% (n = 300,000);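 active = mean replicate score, as percent of positive control median, at least 50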;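 also: strain carries kanamycin resistance gene driven by streptokinase promoter and grows in 40 µg/ml kanamycin; loss of luminescence reflects streptokinase promoter inhibition or plain growth inhibition; 0% = median of DMSO wells and 100% = positive control at its reference dose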
AI-2 QS mod: Vibrio harveyi AI-2 quorum sensing modulators, primary screen, JMH597 strain, luminescence/OD600 ratio; Vibrio harveyi JMH597 AI-2 luminescence/OD600 ratio, 9 h; hits give low values; strain lacks LuxN and CqsS sensors; 0 = neutral-control median; AID 2094, 2009; actives 0.4% (n = 300,000); activity change, % at 7.5 µM; in the data active = activity change below about -75%, passing the limit was not always enough;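 also: luminescence divided by OD600 gain over 9 h not by final OD600 alone; inactives centre near 13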
aSyn UTR inh: MLPCN primary screen, SNCA 5' untranslated region; inhibition, % (tested at 7.5 µM); alpha-synuclein 5'UTR reporter, inhibitor activity; AID 1813, 2009; actives 0.82% (n = 300,000); in the data active = inhibition above about 60%;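 also: H4 neuroglioblastoma cells stably carrying SNCA 5'UTR luciferase fusion; 0% = DMSO wells and 100% = positive control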
KLF5 inhibitor: KLF5 expression inhibitors, primary screen, DLD-1 cells, luminescence; DLD-1 KLF5 promoter-luciferase reporter; actives 0.23% (n = 290,000); inhibition, % at 5 µM;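 active = inhibition above a per-plate limit of that plate's mean compound inhibition plus 3 SD, cut at about 60% in these data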;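 also: 0% = DMSO wells and 100% = LY294002 at 200 µM; higher means less KLF5 promoter-driven luciferase light; inactives centre near -14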
HSF1 inhib: HSF1 inhibitors in luciferase reporter cells, primary screen, cell-based, NIH3T3, luminescence; NIH3T3-HGL HSE-luciferase, MG132-induced, luminescence 8 h; hits give low values; activity change, negative = inhibition, % at 7.5 µM (by protocol); actives 0.77% (n = 300,000); AID 2098, 2009;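 active = more than half of replicate wells show activity change below -50%, luminescence cut by over half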;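 also: luciferase reports HSF-1 transcriptional activity via heat shock element; 0% = median of DMSO wells and -100% = zero luminescence signal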
* hit, by the source's call; · = no result given.

SMILES	Platelet DG rel	IEC-6 tox	HSF-1 act	HSP90 refold inh	HIF activator	SKKanGAS inh	AI-2 QS mod	aSyn UTR inh	KLF5 inhibitor	HSF1 inhib
O=C(c1ccc2c(c1)OCCO2)C1CCN(S(=O)(=O)c2ccccc2F)CC1	6	-6	2	2	-0.3	0	30	10	-14	-2
COc1cc(OC)c(Nc2cc(C)nc3nc(C)nn23)cc1Cl	8	7	-4	2	-0.3	-6	23	-25	14	-3
COc1cccc(C(=O)Nc2ccc3[nH]c(=O)[nH]c3c2)c1OC	17	4	-9	-3	-0.8	-5	22	68*	-14	-4
CC(C)(C)c1ccc(C(=O)NC(=S)NNC(=O)COc2ccccc2)cc1	15	2	3	-5	0.8	91*	150	-52	-98	11
CSc1ccc(Cl)c(C(=O)NNC(=O)c2csc(N3CCOCC3)n2)c1	2	·	5	·	-0.4	2	61	11	·	-4
Nc1nc2nc(-c3cccs3)cc(C(F)(F)F)n2n1	12	1	4	-4	24*	-1	13	21	-28	1
CCOc1ccc2nc(N(CCCN(C)C)C(=O)c3ccc(C(=O)c4ccccc4)cc3)sc2c1	-7	-1	-27	0	-3.2	0	14	90*	-8	-26
N/C(=N\c1nc(CSc2nc3ccccc3s2)cc(=O)[nH]1)Nc1ccc(F)cc1	-2	8	5	-3	1.0	-4	14	11	-6	4
CC(=O)c1ccc(OC(=O)COc2ccccc2Cl)cc1	-3	0	-16	6	-1.4	2	-1	8	-50	-26
Cc1cccc(-c2c3c(=O)n(C)c(=O)n(C)c3cn2C(C)C)c1	-2	0	-4	-1	-0.3	0	29	44	-11	3
Cc1cc(C(=O)N/N=C2\CC(=O)c3ccccc32)c(C)n1-c1ccc(F)cc1	1	-4	0	3	0.4	12	2	-23	-17	-2
Cc1ccc(-n2c(C)n[nH]c2=S)cc1C	-6	-2	2	3	-0.2	-15	4	13	4	0
COc1ccc(OC)c(N(CC(=O)NCCSCc2ccco2)S(=O)(=O)c2ccc(OC)c(OC)c2)c1	8	-8	1	-3	-1.5	11	22	9	7	1
COc1ccc(CC(=O)N2CCN(S(=O)(=O)c3cccs3)CC2)cc1OC	6	1	-7	3	-0.8	-4	6	4	-1	-3
Cc1ccc(OCc2ccccc2Br)c([N+](=O)[O-])n1	15	6	34	-4	0.9	7	·	-3	-13	-3
O=C(CCNC(=O)Cn1ccc2ccccc2c1=O)NCCC1=CCCCC1	21	-8	4	-3	0.2	-2	13	15	-31	3
CCc1cccc(C)c1NC(=S)N(CCCN1CCOCC1)Cc1cccnc1	-4	-2	-1	1	-0.5	-1	1	4	-16	-11
C=CCOc1c2ccc(C(=O)NC3CCCc4ccccc43)cc2nn1C (stereo unspecified)	0	2	12	-1	-0.3	8	13	9	-10	0
CCOC(=O)N1CCc2c(sc(NC(=O)CCS(=O)(=O)c3ccccc3)c2C(N)=O)C1	13	-5	32	14	0.2	4	-1	7	-8	8
O=C(CCSc1ccccc1)NNC(=O)c1ccccc1F	-8	·	12	·	0.1	0	·	-4	·	-3
Cc1ccccc1N(C(=O)c1snc(C(N)=O)c1N)C(C(=O)NCc1ccccc1)c1ccc(O)cc1 (stereo unspecified)	0	6	25	2	-0.7	1	6	20	-9	4
O=c1c2c(nc3c(-c4cccc(Br)c4)c[nH]n13)CCCC2	-3	-7	-34	-1	-0.2	28	16	69*	-43	-31
CCCCN(C)CCCNC(=O)c1cn(C)c2ccc(S(=O)(=O)N(C)C3CCCCC3)cc2c1=O	-7	-2	-5	-4	0.1	-1	7	-14	-17	-6
CCc1ccc(/C=C2\SC(N3CCOCC3)=NC2=O)cc1	-3	1	-6	4	0.5	-10	27	-11	22	6
COc1ccc(/C=C(\C#N)C(=O)NCCCn2ccnc2)cc1	4	-5	-2	-4	-0.1	1	33	-2	16	-5
CNC(=O)c1ccc(NC(=O)CN2c3cccc4cccc(c34)S2(=O)=O)cc1	-5	·	-3	·	0.0	6	·	7	·	-6
CCc1ccc(N2CC(C(=O)Nc3ccc(S(=O)(=O)Nc4ncccn4)cc3)CC2=O)cc1 (stereo unspecified)	-1	2	-6	-3	-0.2	23	16	11	-36	-8
Cn1c(N)c(C(=O)COC(=O)Cn2cc(C(F)(F)F)ccc2=O)c(=O)n(C)c1=O	7	2	3	1	-0.3	-1	24	27	-43	-8
O=C(N/N=C/c1cccc([N+](=O)[O-])c1)c1cccs1	6	3	54*	-6	·	-1	25	-84	-43	24
COc1ccc(NC2CCCN(C(=O)CSc3ccncc3)C2)cc1 (stereo unspecified)	0	-1	12	-2	-0.2	2	2	18	-20	4
O=C(CSc1cc(Cl)ccc1Cl)NCCCn1ccnc1	-6	9	16	2	-0.1	1	8	2	-12	-1
Cc1ccc([N+](=O)[O-])c(OCCN2CCNCC2)c1	3	9	0	2	0.1	5	21	0	2	-5
COc1cc(-c2nc(-c3cccc(C)c3)no2)cc(OC)c1OC	2	-2	7	2	1.2	-18	12	-45	-10	12
CCCN(CCC)CCNC(=O)c1cc2c(=O)n(CC)c3ccccc3c2s1	-3	1	-19	-4	-0.5	-2	-1	-174	-17	-6
COc1ccc(NC(=O)NC2(C(=O)N3CCCC3)CCCCC2)cc1	-2	6	17	3	-1.5	-12	·	-4	7	-5
CCOCCCNc1nc(=S)[nH]c2cc(OC)c(OC)cc12	0	-2	-10	-1	-16	-3	39	7	-2	-6

11 entries from above, arranged by heavy-atom count, low to high:
SMILES	Platelet DG rel	IEC-6 tox	HSF-1 act	HSP90 refold inh	HIF activator	SKKanGAS inh	AI-2 QS mod	aSyn UTR inh	KLF5 inhibitor	HSF1 inhib
O=C(N/N=C/c1cccc([N+](=O)[O-])c1)c1cccs1	6	3	54*	-6	·	-1	25	-84	-43	24
CCc1ccc(/C=C2\SC(N3CCOCC3)=NC2=O)cc1	-3	1	-6	4	0.5	-10	27	-11	22	6
O=C(CCSc1ccccc1)NNC(=O)c1ccccc1F	-8	·	12	·	0.1	0	·	-4	·	-3
COc1ccc(/C=C(\C#N)C(=O)NCCCn2ccnc2)cc1	4	-5	-2	-4	-0.1	1	33	-2	16	-5
COc1cc(-c2nc(-c3cccc(C)c3)no2)cc(OC)c1OC	2	-2	7	2	1.2	-18	12	-45	-10	12
COc1ccc(NC(=O)NC2(C(=O)N3CCCC3)CCCCC2)cc1	-2	6	17	3	-1.5	-12	·	-4	7	-5
CNC(=O)c1ccc(NC(=O)CN2c3cccc4cccc(c34)S2(=O)=O)cc1	-5	·	-3	·	0.0	6	·	7	·	-6
Cn1c(N)c(C(=O)COC(=O)Cn2cc(C(F)(F)F)ccc2=O)c(=O)n(C)c1=O	7	2	3	1	-0.3	-1	24	27	-43	-8
CCc1ccc(N2CC(C(=O)Nc3ccc(S(=O)(=O)Nc4ncccn4)cc3)CC2=O)cc1 (stereo unspecified)	-1	2	-6	-3	-0.2	23	16	11	-36	-8
CCCCN(C)CCCNC(=O)c1cn(C)c2ccc(S(=O)(=O)N(C)C3CCCCC3)cc2c1=O	-7	-2	-5	-4	0.1	-1	7	-14	-17	-6
Cc1ccccc1N(C(=O)c1snc(C(N)=O)c1N)C(C(=O)NCc1ccccc1)c1ccc(O)cc1 (stereo unspecified)	0	6	25	2	-0.7	1	6	20	-9	4

New compounds follow
SMILES	Platelet DG rel	IEC-6 tox	HSF-1 act	HSP90 refold inh	HIF activator	SKKanGAS inh	AI-2 QS mod	aSyn UTR inh	KLF5 inhibitor	HSF1 inhib
CCCCn1c(N)c(N(CCOC)C(=O)c2cc(Cl)nc3ccccc23)c(=O)[nH]c1=O	-7	·	22	·	0.0	1	·	6	·	2
Cc1c(NC(=S)NC(=O)CSc2ccc(Cl)cc2)cccc1C(=O)O	1	-7	0	3	-0.2	21	25	-6	-49	7
CCCCCc1cc(=O)oc2c(C(CCN3CCN(c4ccccc4)CC3)c3ccc(N(C)C)cc3)c(OC)cc(OC)c12 (stereo unspecified)	-1	·	-21	·	-0.1	10	18	35	·	-9
COc1ccc(C(=O)Cc2cc3cccc(OC)c3oc2=O)cc1	12	6	25	2	0.8	-10	22	-79	-33	15
CCCCSc1ncnc2[nH]ncc12	-2	-7	-8	-2	0.3	-3	-56	31	-22	-5
CCC(Oc1ccccc1)C(=O)Nc1ccc(S(=O)(=O)Nc2cc(C)on2)cc1 (stereo unspecified)	11	3	10	-1	0.1	9	17	13	-26	3
CCc1noc(C)c1C(=O)Nc1nc2ccc(F)cc2s1	4	·	10	·	2.1	-2	8	-139	·	12
O=C(COC(=O)c1ccccn1)Nc1nc(-c2cccc([N+](=O)[O-])c2)cs1	2	8	18	3	0.3	-1	-38	-17	-4	3
CCOC(=O)c1ccc(Nc2ncnc3ccc(C)cc23)cc1	0	-1	-15	-4	0.0	4	8	0	-20	-12
O=C(OCC(=O)N1CCOCC1)c1ccc2[nH]c3c(c2c1)CCCC3	-7	7	-3	6	0.0	-10	5	24	0	5
COc1cc(NC(=O)c2ccco2)c(OC)cc1NC(=O)Nc1ccc(Cl)cc1	-5	6	21	5	-0.4	36	18	0	-6	5
O=C(CN1C(=O)CS/C1=C\c1nc(-c2ccc(Cl)cc2)cs1)Nc1cccnc1Cl	0	10	43	3	-5.0	2	8	15	-3	9
